Screening data as filed in PubChem.
PLAP inhibitors HTS: PLAP enzyme inhibitors, biochemical, luminescence, HTS (AID 690) | one-dose inhibition, % at 20 µM; IC50 in µM for titrated hits | 96,000 tested, 0.08% active | purified PLAP, luminescent substrate; higher % means a stronger effect; in the data active = a potency from the dose series; inactive = the rest, 99 in 100 with inhibition below about 30%; also: strong numbers were not always called active
MRP reversal: reverses drug resistance mediated by MRP. H69AR cells + 2 uM doxorubicin, CellTiter-Glo, 72 h. differential viability (reversal), % at 10 µM. 85,000 tested, 0.04% active;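 active = viability drop by adding the cancer drug above about 55%, with treated viability meeting a 40% cutoff, limit read from the data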;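 also: viability without doxorubicin minus viability with 2 µM doxorubicin for each compound; larger differential means the compound sensitizes cells more to doxorubicin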
IL1B NFkB pot: enhances IL-1B driven NFkB nuclear translocation | 94,000 tested, 0.3% active | HUVEC IL-1B NFkB p65 nuclear translocation imaging | AID 819 | activation, % at 2 µM;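 active = activation above 40%, about the mean plus 3 SD, also judged a hit on visual image review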;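 also: percent activation is computed from the nuclear over cytoplasmic p65 intensity ratio; values of inactives mirror those of a sister screen read the other way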
NFkB transloc inh: blocks IL-1B driven NFkB nuclear translocation in HUVEC cells; HUVEC IL-1B NFkB p65 nuclear translocation imaging; 94,000 tested, 0.43% active; inhibition, % at 2 µM; AID 796;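 active = inhibition above about 30% together with a positive call from visual inspection of the well image, limit read from the data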;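 also: nuclear over cytoplasmic p65 intensity ratio measured by imaging; 0% = IL-1B stimulated DMSO wells and 100% = unstimulated DMSO wells; values of inactives mirror those of a sister screen read the other way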
Bcl-B TR3 displacers: displacers of TR3 peptide from Bcl-B, primary screen, selectivity assay for Bfl-1 inhibitor project, biochemical, fluorescence polarization; AID 748; 96,000 tested, 0.11% active; one-dose displacement, % at 20 µM; IC50 in µM for titrated hits; FP displacement of FITC-TR3 peptide from Bcl-B; higher % means a stronger effect;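 active = displacement above 50% at 20 µM plus a fluorescence interference ratio under 1.5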;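 also: plate controls were wells without compound for no effect and wells lacking Bcl-B protein for full effect; a part of the inactive calls stands beside numbers as strong as those of hits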
MRP reversal cytotoxicity: second read-out of MRP reversal, no call of its own (marks repeat the call); viability, %; H69AR cells, CellTiter-Glo, 72 h; measured here: cytotoxicity without doxorubicin
MRP reversal with doxorubicin: second read-out of MRP reversal, no call of its own (marks repeat the call); viability, %; measured here: viability with 2 uM doxorubicin; stronger effect = lower value
NFkB transloc inh cell count 2 µM: second read-out of NFkB transloc inh, no call of its own (marks repeat the call); cell count; measured here: cells passing quality filter;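 raw number of nuclei counted in each imaged well without normalization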
IL1B NFkB pot cell count 2 µM: also measured in IL1B NFkB pot; calls as there; cell count; measured here: cells passing quality filter
* = called active by the depositor; / = not tested or not shown. Some of the compounds tested; the hit share may differ from the screen's.

The opening 3 records, ahead of the listing:
SMILES	PLAP inhibitors HTS	MRP reversal	MRP reversal cytotoxicity	MRP reversal with doxorubicin	IL1B NFkB pot	IL1B NFkB pot cell count 2 µM	NFkB transloc inh	NFkB transloc inh cell count 2 µM	Bcl-B TR3 displacers
CCN(CC)CCCN1C(=O)C(O)=C(C(=O)c2ccc(C)o2)C1c1ccco1 (configuration not stated)	/	11.8	91.9	80.1	0.8	134	-0.8	134	/
CCNC(=O)NC1(C(=O)Nc2ccc3c(c2)OCCO3)CCCCC1	-8.8%	-16.5	79.7	96.1	5.5	170	-5.5	170	11.0%
CCCn1c(SCC(=O)Nc2nnc(C(C)C)s2)nc2c1c(=O)n(C)c(=O)n2C	1.8%	-5.8	73.9	79.7	31.9	127	-31.9	127	-4.4%

This part in full (from the top)
SMILES	PLAP inhibitors HTS	MRP reversal	MRP reversal cytotoxicity	MRP reversal with doxorubicin	IL1B NFkB pot	IL1B NFkB pot cell count 2 µM	NFkB transloc inh	NFkB transloc inh cell count 2 µM	Bcl-B TR3 displacers
CCN(CC)CCCN1C(=O)C(O)=C(C(=O)c2ccc(C)o2)C1c1ccco1 (configuration not stated)	/	11.8	91.9	80.1	0.8	134	-0.8	134	/
CCNC(=O)NC1(C(=O)Nc2ccc3c(c2)OCCO3)CCCCC1	-8.8%	-16.5	79.7	96.1	5.5	170	-5.5	170	11.0%
CCCn1c(SCC(=O)Nc2nnc(C(C)C)s2)nc2c1c(=O)n(C)c(=O)n2C	1.8%	-5.8	73.9	79.7	31.9	127	-31.9	127	-4.4%
Cn1c(=O)c(=O)n(C)c2cc(S(=O)(=O)N3CCN(Cc4ccccc4)CC3)ccc21	9.1%	3.3	95.8	92.5	-7.4	129	7.4	129	0.6%
O=C1C2CCCN2C(c2cccc(Br)c2)N1c1ccc(F)cc1 (configuration not stated)	-7.9%	15.7	89.7	74.0	3.8	147	-3.8	147	-13.9%
N#Cc1cc2c(=O)n3ccccc3nc2n(CC2CCCO2)c1=N (configuration not stated)	/	3.4	78.2	74.8	4.7	132	-4.7	132	/
COc1ccc(NC(=S)NC(NC(=O)c2ccc(Cl)cc2Cl)C(Cl)(Cl)Cl)c([N+](=O)[O-])c1 (configuration not stated)	4.8%	2.6	65.5	63.0	-4.9	110	4.9	110	2.8%
COc1ccc(/C=N/NC(=O)Nc2nonc2N)cc1	/	-4.4	86.9	91.3	-0.9	141	0.9	141	/
CC(=O)Nn1cnc2c(c1=O)C1(CCCC1)Cc1ccccc1-2	-34.3%	5.1	99.2	94.1	25.6	116	-25.6	116	-4.2%
CCOC(=O)c1c(N)sc2c1CCSC2	6.2%	14.3	97.1	82.8	9.4	180	-9.4	180	-10.2%
COc1ccc(OC)c(CNCCNC(=O)c2ccco2)c1	8.1%	/	/	/	-2.3	163	2.3	163	0.3%
N/C(=N\OC(=O)c1cccc(Cl)c1)c1cccnc1	-47.4%	-23.9	49.3	73.1	2.1	186	-2.1	186	-3.9%
CC(C)=C1C2CCC1C1C(=O)N(NC(=O)COc3ccc(C(C)(C)C)cc3)C(=O)C21 (configuration not stated)	-26.4%	/	/	/	9.3	197	-9.3	197	-5.2%
Cc1ccc(-c2csc(SCC(=O)Nc3cc(C)on3)n2)cc1	/	-6.0	87.9	93.9	-2.0	124	2.0	124	/
COc1ccc(NC(=O)C2CCN(c3nnnn3-c3ccccc3)CC2)cc1	-5.7%	11.7	90.5	78.8	-5.5	151	5.5	151	10.1%
Cc1ccc(-n2c(CCC(=O)O)ccc2-c2cccs2)cc1C	3.5%	6.7	87.6	80.9	-14.2	141	14.3	141	-4.1%
COc1ccccc1-c1c(C)nn2c(NCCN3CCCC3)cc(C)nc12	-66.3%	-11.9	76.9	88.7	-1.3	180	1.3	180	4.6%
O=S(=O)(NCCn1ccc2ccccc21)c1ccccc1	3.4%	7.7	93.7	86.0	8.2	160	-8.2	160	0.1%
O=C1CCCN1c1ccc(S(=O)(=O)N2CCC(c3ccccc3)CC2)cc1	27.8%	-5.6	67.3	72.9	5.6	151	-5.6	151	-3.7%
CCOC(=O)c1ccc(Oc2nc(NC)nc(SC)n2)cc1	-4.7%	-12.5	66.3	78.9	19.3	123	-19.3	123	-5.2%
COc1ccc2nc(NC(=O)CSc3nc4ccccc4o3)sc2c1	-5.9%	-4.7	7.1	11.7	1.4	194	-1.4	194	-39.7%
CCCCOc1ccc(S(=O)(=O)n2c(C)nc3ccccc32)cc1	-5.4%	1.1	102.3	101.2	10.6	140	-10.6	140	3.9%
Cc1ccc(OCC(=O)NCc2ccccn2)cc1	-10.1%	2.8	94.5	91.7	13.4	169	-13.4	169	-2.2%
O=C1c2sc3nc4ccccc4n3c2C(=O)N1c1ccccc1Cl	-36.2%	0.2	2.9	2.7	3.2	176	-3.2	176	0.8%
Cc1ccc(NC(=O)Cc2nnc(SCC(=O)c3ccc(Br)cc3)n2C)cc1Cl	15.5%	1.2	95.9	94.7	11.6	174	-11.6	174	-8.4%
SMILES	PLAP inhibitors HTS	MRP reversal	MRP reversal cytotoxicity	MRP reversal with doxorubicin	IL1B NFkB pot	IL1B NFkB pot cell count 2 µM	NFkB transloc inh	NFkB transloc inh cell count 2 µM	Bcl-B TR3 displacers
CCOC(=O)c1ccc(NC(=O)COc2ccccc2OC)cc1	2.3%	/	/	/	-6.8	108	6.8	108	-1.4%
CC(C)NC(=O)c1ccccc1S(=O)(=O)c1ccccc1C#N	1.2%	/	/	/	10.4	181	-10.4	181	9.4%
Cn1cccc1Cc1nnc(SCC(=O)N2CCOCC2)n1-c1ccc(F)cc1	-28.4%	24.1	99.3	75.2	6.3	59	-6.3	59	-4.9%
Cc1nc(-c2ccccc2)sc1C(N)=O	16.8%	22.0	105.2	83.2	-6.5	157	6.5	157	-7.5%
COc1ccc2c(c1)CCc1c-2n[nH]c1C(=O)O	8.4%	10.1	86.5	76.4	/	/	/	/	-7.0%
COC(=O)CN(c1ccc(OC)c(OC)c1)S(C)(=O)=O	-0.5%	14.4	92.4	78.0	39.6	118	-39.6	118	-7.5%
O=C(Nc1ccccc1C(=O)NCc1ccco1)c1ccccc1	0.0%	-3.0	83.6	86.6	-6.9	188	6.9	188	-4.5%
CCOc1cc(C(c2c(C)[nH][nH]c2=O)c2c(C)[nH][nH]c2=O)ccc1OS(=O)(=O)c1ccc(C)cc1	-197.7%	2.8	97.9	95.2	0.9	173	-0.9	173	0.7%
Cc1ccc(NS(=O)(=O)c2cc(C(=O)N3CCc4ccccc4C3)ccc2Cl)cc1	-14.1%	/	/	/	8.8	127	-8.8	127	4.0%
O=C(Nc1ccc2nc(-c3ccc4nc[nH]c4c3)[nH]c2c1)c1cccs1	-107.9%	-21.7	43.5	65.2	0.5	179	-0.5	179	2.7%
O=C(NCc1nc2ccccc2[nH]1)c1cccc(S(=O)(=O)N2CCCC2)c1	3.5%	11.1	90.1	79.0	16.5	169	-16.5	169	-11.0%
CCOc1ccc2[nH]c(=O)c(CN(CC3COCCO3)C(=O)C3CC3)cc2c1 (configuration not stated)	/	-9.7	89.1	98.8	-0.3	113	0.3	113	/
CCn1c2ccccc2c2cc(/C(C)=N/O)ccc21	21.0%	/	/	/	1.7	181	-1.7	181	-3.4%
CC(C)=C1SC(N2CCN(c3ccc(C)cc3)CC2)=NC1=O	/	6.8	107.0	100.2	20.8	99	-20.8	99	/
Cc1[nH]c(=O)c(C#N)cc1-c1ccccc1	15.0%	/	/	/	-2.2	145	2.2	145	-7.1%
O=C(NCc1ccccc1)C(c1ccc(F)cc1)N(Cc1ccc2c(c1)OCO2)C(=O)Cn1nnc(-c2cccs2)n1 (configuration not stated)	/	10.7	75.1	64.3	-28.1	90	28.1	90	/
COc1ccc(N2CCN(C(=O)C3CCN(S(=O)(=O)N4CCOCC4)CC3)CC2)cc1	-13.5%	-3.2	94.7	97.9	-5.3	98	7.2	98	-2.4%
CCOC(=O)C1CCN(S(=O)(=O)c2cccc(-c3csc(C)n3)c2)CC1	18.4%	1.4	87.0	85.6	-8.4	153	8.4	153	-3.0%
COc1cccc(CN2C(=O)C3CCCN3c3ccc(S(=O)(=O)N4CCOCC4)cc32)c1 (configuration not stated)	-50.2%	/	/	/	-6.4	120	6.4	120	-36.2%
CC(C)NCC(=O)NC12CC3CC(CC(C3)C1)C2	-9.9%	-4.9	89.6	94.4	17.7	143	-17.7	143	-11.1%
COC(=O)c1[nH]c2cccc(OC)c2c1NC(=O)CN1CC(C)OC(C)C1 (configuration not stated)	-40.1%	24.2	102.2	78.0	19.5	163	-19.5	163	-4.7%
CCS(=O)(=O)c1ccc2c(c1)N(S(C)(=O)=O)CC(C(=O)NC1CC1)O2 (configuration not stated)	-14.0%	/	/	/	7.0	143	-7.0	143	-10.0%
C/C(=C(\C#N)C(=O)NC1CCCCC1)N(C)C	-20.9%	/	/	/	-0.8	91	0.8	91	8.2%
CCCN(CCC)C(=O)c1c(C)[nH]c(C(=O)OCC)c1C	-19.7%	11.6	95.9	84.3	-4.9	49	4.9	49	5.6%
CCCOc1ccc(/C=N/NC(=O)c2ccc(Cn3cc([N+](=O)[O-])cn3)o2)cc1	14.0%	/	/	/	7.7	175	-7.7	175	-13.4%
SMILES	PLAP inhibitors HTS	MRP reversal	MRP reversal cytotoxicity	MRP reversal with doxorubicin	IL1B NFkB pot	IL1B NFkB pot cell count 2 µM	NFkB transloc inh	NFkB transloc inh cell count 2 µM	Bcl-B TR3 displacers
N#Cc1nc(COc2ccc(Br)cc2)oc1N1CCN(Cc2ccccc2)CC1	-15.1%	/	/	/	-4.5	118	4.5	118	9.4%
COc1ccccc1N=C(C)C1=C(O)COC1=O	19.7%	-7.5	92.4	99.9	4.5	158	-4.5	158	-10.1%
COc1ccc2c(c1OC)C(=O)OC2CC(=O)c1ccc(O)cc1 (configuration not stated)	34.3%	-5.3	83.9	89.2	/	/	/	/	6.4%
CCCCCCn1c(CN2CCCCC2)nc2c1c(=O)n(C)c(=O)n2C	/	9.7	82.6	72.9	1.4	128	-1.4	128	/
CCOC(=O)N1CCN(Cc2nc3c(c(=O)n(C)c(=O)n3C)n2Cc2ccccc2)CC1	-42.5%	5.4	68.6	63.2	6.7	61	-6.7	61	2.7%
CNc1nc(CC(C)=O)ns1	1.9%	/	/	/	-0.1	99	0.1	99	-5.2%
O=C(O)C1C2C=CC(O2)C1C(=O)NCc1ccc2c(c1)OCO2 (configuration not stated)	/	-7.9	79.6	87.5	11.9	148	-11.9	148	/
COc1cc(S(=O)(=O)N2CCOCC2)cc(C(=O)c2nccn2C)c1OC	-23.2%	-0.7	91.9	92.6	-4.1	176	4.1	176	-11.9%
Cc1ccc(N2CCN(S(=O)(=O)N(C)C)CC2)cc1Cl	-7.4%	15.0	85.1	70.1	12.5	163	-12.5	163	-1.4%
CCOC(=O)N1CCN(c2cc(=O)n(-c3ccc(OCC)cc3)c(=O)[nH]2)CC1	11.2%	-6.4	97.6	104.0	0.1	103	-0.1	103	-3.1%
CCOc1cccc(SCc2noc(C(=O)NCC3CCCO3)c2C(=O)O)c1 (configuration not stated)	-29.6%	/	/	/	-1.9	114	1.9	114	-1.6%
CCn1c2ccccc2c2cc(/C=N/NC(=O)c3cccc(C)c3)ccc21	-0.3%	/	/	/	-7.8	165	7.8	165	2.1%
CC(C)C1=Nc2cccc3cccc(c23)N1	0.6%	/	/	/	-7.1	155	7.1	155	14.5%
O=C(NCCCN1CCCC1=O)c1ccc(OCc2ccccc2)cc1	-107.6%	/	/	/	7.6	150	-7.6	150	0.9%
CN(C)C=Nc1c(Br)cc(Br)c2nonc12	10.7%	15.6	106.4	90.8	12.0	188	-12.0	188	-65.8%
CCOC(=O)C1=C(C)NC(=O)NC1c1ccc(OCC(N)=O)cc1 (configuration not stated)	/	12.4	90.3	77.9	-3.3	118	3.3	118	/
Cc1cccc(-n2nnnc2SC(C)C(=O)NCCC2=CCCCC2)c1 (configuration not stated)	-41.8%	-24.4	35.0	59.5	22.1	152	-22.1	152	-2.1%
O=C1N=C(N2CCOCC2)S/C1=C1\C(=O)N(Cc2ccccc2)c2ccccc21	-3.5%	0.2	28.9	28.7	/	/	/	/	1.2%
COc1cc(OC)cc(-c2nnc(SCc3c(F)cccc3Cl)o2)c1	-23.4%	6.7	76.1	69.5	7.0	139	-7.0	139	-2.3%
